human PMI inhibitors: human PMI inhibitors, high substrate, primary screen, biochemical, fluorescence intensity, high mannose 6-phosphate (AID 1220) | recombinant PMI enzyme, coupled fluorescence intensity; higher % means a stronger effect | inhibition, % at 20 µM; hits with a dose series show IC50 in µM | 190,000 compounds, 0.66% hits
TNAP activation fold: human TNAP enzyme activators, primary screen, biochemical, luminescent, no phosphate acceptor, uHTS (AID 1001); Alkaline phosphatase, tissue-nonspecific isozyme (Homo sapiens); purified TNAP, luminescent activation assay, no phosphate acceptor; higher activation fold means a stronger effect; activation fold at 20 µM, or EC50 in µM where a hit was titrated; 200,000 compounds, 0.03% hits; in the data active = activation fold from about 3, or a potency from the dose series; inactive = the rest, 99 in 100 with activation fold below about 1.6; also: many of its hits are not listed in these tables
SIAH1 antagonists: Siah-1 peptide-binding antagonists, primary screen, biochemical, fluorescence polarization, rhodamine-plectin, uHTS (AID 1817). E3 ubiquitin-protein ligase SIAH1 (Homo sapiens). Siah-1 / rhodamine-plectin peptide fluorescence polarization; higher % means a stronger effect. 290,000 compounds, 0.02% hits. displacement, % at 20 µM, or IC50 in µM where a hit was titrated;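 active = displacement of at least 50% at 20 µM, with a fluorescence ratio check between 0.3 and a set limit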;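 also: plate controls were Siah plus tracer with DMSO for no effect and tracer alone without Siah for full effect; strong numbers were not always called active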
PMI inhibitors: inhibitors of human PMI, primary screen, biochemical, fluorescence intensity, coupled assay (AID 1209); purified PMI enzyme, coupled fluorescence intensity; higher % means a stronger effect; one-dose inhibition, % at 20 µM; IC50 in µM for titrated hits; Mannose-6-phosphate isomerase (Homo sapiens); 190,000 compounds, 0.42% hits;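 also: plate controls were DMSO vehicle for no effect and wells lacking substrate for full effect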
PhoP inhibition: inhibitors of PhoP regulon expression, primary screen, Salmonella Typhimurium, GFP reporter (AID 1863); S. Typhimurium PhoP-regulated promoter GFP reporter, 4 h; higher % means a stronger effect; inhibition, % at 50 µM, or IC50 in µM where a hit was titrated; 300,000 compounds, 0.16% hits;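 active = inhibition over 29.93%, a cutoff 3 SD above the screen mean, later confirmed by dose response; inconclusive = inhibition over 29.93% but no dose response follow-up; inactive = inhibition at most 29.93% or unconfirmed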;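 also: 0% = low Mg2+ inducing control and 100% = high Mg2+ repressing control; strong numbers were not always called active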
Myeloid diff MLP: induction of myeloid progenitor differentiation, primary screen, cell-based, flow cytometry, MLPCN library | ER-HoxA9 myeloid progenitors, lysozyme-GFP differentiation | calls only at 10 µM | 360,000 compounds, 1% hits;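 active = normalized GFP-positive differentiation at or above the plate's own cutoff, the solvent-only control mean plus 3 SD; inconclusive = no clear call, values can overlap the other calls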;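 also: cells exposed to compound for four days before flow analysis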
WT yeast gro inh: growth inhibition of WT strain, primary screen, mitochondrial fusion inhibitor project, WT and mutant strains, chemical genetic. inhibition, % at 10 µM. 190,000 compounds, 2.1% hits. mitochondrial fusion phenotypic screen; in the data active = inhibition above about 58%; tested in S. cerevisiae
RSV CPE inhibition: RSV antiviral activity via CPE protection, HEp-2 cells, primary 10 µM value included (AID 2391); HEp-2 cells, RSV-induced CPE inhibition; higher % means a stronger effect; one-dose CPE inhibition, % at 10 µM; IC50 in µM for titrated hits; 310,000 compounds, 0.13% hits; in the data active = a potency from the dose series; inconclusive = CPE inhibition mostly from about 23% at the one dose, without a potency; inactive = the rest, 99 in 100 with CPE inhibition below about 21%; also: strong numbers were not always called active
XIAP displacement: XIAP antagonists, biochemical, IAP family, fluorescence polarization (AID 1018) | XIAP BIR domain, fluorescence polarization peptide displacement; higher % means a stronger effect | one-dose displacement, % at 20 µM; IC50 in µM for titrated hits | 200,000 compounds, 0.007% hits; in the data active = displacement above about 50%; also: a part of the inactive calls stands beside numbers as strong as those of hits
WT yeast gro inh mutant strain: recorded beside WT yeast gro inh, whose call it bears; inhibition, %; mitochondrial fusion phenotypic screen, mutant strain inhibition
Myeloid diff MLP GFP+ MAC1+ %: also measured in Myeloid diff MLP; calls as there; GFP+ MAC1+ double positive, %; measured here: differentiation confirmed by MAC1 staining
Numbers without * were called inactive; i = inactive; u = inconclusive; x = not tested or not shown. Rule as the data show it, unless noted: active = inhibition above about 50%; inactive = the rest. A portion of the library; rates above refer to the full screens.

SMILES	human PMI inhibitors	TNAP activation fold	SIAH1 antagonists	PMI inhibitors	PhoP inhibition	Myeloid diff MLP	Myeloid diff MLP GFP+ MAC1+ %	WT yeast gro inh	WT yeast gro inh mutant strain	RSV CPE inhibition	XIAP displacement
COc1ccc(Cn2c(O)c(C=NCCN3CCOCC3)c(=O)[nH]c2=O)cc1	-24%	1.1	-6%	-12%	-9%	i	0.9	-18	-15	1.4%	-4.3%
CCOC(=O)c1c(/N=C/C2C(=O)NC(=O)NC2=O)sc2c1CCC2	10%	1.7	10%	4%	-11%	i	0.3	-1	11	-0.5%	-4.4%
c1ccc(CCn2nnnc2CN2CCC(n3nnc4ccccc43)CC2)cc1	2%	1.1	-1%	-11%	4%	i	1.1	7	10	0.4%	-6.9%
CC(=O)C1C(=O)NC23CCCCC2C1c1ccccc1O3 (stereo unspecified)	2%	1.1	2%	4%	0%	i	6.4	15	-1	-0.1%	-3.3%
COc1cc2c(c(OC)c1)C(=O)OC(C)CCCC(=O)CCCCC2 (stereo unspecified)	x	x	5%	x	-3%	i	4.1	x	x	3.3%	x
Cc1nc2ccccc2c(=O)n1-c1ccc(Cl)cc1Cl	x	x	-1%	x	2%	i	0.3	x	x	0.2%	x
CN(C)CCN(CC1CCCN(Cc2ccccc2F)C1)C(=O)Cc1c(F)cccc1F (stereo unspecified)	x	x	1%	x	5%	i	0.8	x	x	-1.1%	x
Cc1ccc(C(=O)N[C@@H](C)CN2C3=NC[C@@H](Cc4ccccc4)N3C[C@H]2Cc2ccc(O)cc2)cc1Br	3%	1.2	13%	10%	1%	x	x	-6	7	-4.0%	-3.5%
C#CC1(O)CCC2C3CCC4=C/C(=N/OCC(=O)NCC(=O)NC(C(=O)O)C(C)C)CC[C@]4(C)C3CC[C@@]21C (stereo partly specified)	x	x	-2%	x	-7%	i	0.5	x	x	3.4%	x
CCOP(=O)(Cc1cc(C(C)=O)c(C)o1)OCC	x	x	16%	x	-6%	i	0.4	x	x	3.2%	x
C=CCn1c(O)c(C(CC)=Nc2ccc(N(CC)CC)cc2)c(=O)[nH]c1=O	46%	1	28%	12%	7%	i	3.0	-17	0	0.8%	-4.9%
CCn1c(=O)cc(OCC(=O)N2CCC3(CC2)OCCO3)c2ccccc21	6%	1.1	-3%	13%	7%	i	1.2	-24	1	-1.6%	-2.4%
O=C(N/N=C1/CN2CCC1CC2)c1cc2ccccc2cc1O	9%	1	-2%	26%	5%	i	0.6	-3	-9	-1.5%	-1.6%
C1CNC2NCCNC2N1 (stereo unspecified)	-2%	1.1	1%	0%	-9%	i	0.5	-6	2	x	-1.5%
Cc1cccc(N2C(=O)NC(=O)/C(=C\c3cnn(-c4ccccc4)c3)C2=O)c1	-5%	1.1	4%	2%	-4%	i	0.6	10	-3	1.6%	-2.7%
COc1nc(NCC2CCCO2)nc(N2CC3CC(C2)c2cccc(=O)n2C3)n1 (stereo unspecified)	x	x	14%	x	-9%	i	0.3	x	x	-0.1%	x
O=C1NC(=O)C(CCc2ccncc2)(CCc2ccncc2)C(=O)N1CCc1ccc(F)cc1	-2%	1.1	4%	-4%	-6%	i	0.4	-5	-15	1.8%	-4.1%
CC(=O)N1N=C(c2cccnc2)CC1c1ccccc1O (stereo unspecified)	7%	1	-2%	9%	-3%	i	0.2	5	-4	0.8%	-6.6%
COc1cccc(C2CCN(CC(=O)Nc3cc(Cl)ccc3OC)CC2O)c1 (stereo unspecified)	x	x	4%	x	4%	i	0.2	x	x	4.9%	x
COc1ccc(-n2c(/C=C3/C(=O)Nc4ccccc43)nc3ccccc3c2=O)cc1	18%	1.1	25%	12%	-3%	i	0.1	6	9	1.1%	-8.3%
Cc1ccc(-n2c(-c3cccs3)nc3ccccc3c2=O)cc1	3%	1.1	0%	7%	-2%	i	0.9	-6	-4	-0.5%	-7.7%
Cn1c(O)c(C=NC2CC(C)(C)NC(C)(C)C2)c(=O)n(C)c1=O	23%	1.1	3%	18%	-6%	i	1.7	3	19	-0.3%	-7.3%
O=S(=O)(NC1CCCCCCC1)OCC(Cl)(Cl)Cl	x	x	7%	x	4%	i	3.0	x	x	4.7%	x
Cc1ccc(CNCCc2ccccc2F)cc1	4%	1	4%	1%	-4%	i	1.0	-12	-18	-0.2%	-9.0%
COc1cc2[nH]c(C(=O)N3CCC4(CC3)OCCO4)cc2c(OC)c1OC	x	x	0%	x	2%	i	6.1	x	x	1.9%	x
Cc1ccc(C(=O)COC(=O)Cc2ccccc2)cc1	x	x	9%	x	-1%	i	1.2	x	x	1.0%	x
CCN1C(=O)NC(=O)/C(=C\c2cn(CC(=O)N3CCCC3)c3ccccc23)C1=O	x	x	-2%	x	8%	i	4.4	x	x	0.9%	x
COc1cc(CN=C(C)c2c(O)n(C3CCCCC3)c(=O)[nH]c2=O)cc(OC)c1	x	x	17%	x	-13%	i	0.5	x	x	16%	x
O=C(CN1CC=C(c2ccccc2)CC1)NC(=O)NCc1ccccc1	3%	1.1	-3%	4%	3%	i	0.7	7	-2	0.6%	-6.3%
Cc1c2ccncc2c(C)c2c1[nH]c1ccccc12	14%	1.1	-11%	6%	26µM*	u	x	66*	46*	-3.8%	-6.6%
Cc1nc2ccccc2c(=O)n1-c1ccc(Br)cc1[N+](=O)[O-]	-7%	1.1	0%	-5%	5%	i	0.5	2	-18	-0.9%	-3.1%
COCCNC(=O)c1c(N)n(CCC(C)C)c2nc3ccccc3nc12	34%	1	3%	31%	-3%	i	2.6	8	20	u	-8.1%
Cc1cc(Cl)ccc1OC(C)C(=O)O (stereo unspecified)	-2%	1.2	0%	-1%	-7%	i	4.5	-4	8	-0.3%	-3.5%
CCn1c(O)c(N=Nc2cccc(S(=O)(=O)N3CCOCC3)c2)c(=O)n(CC)c1=S	x	x	4%	x	-10%	i	0.2	x	x	-1.7%	x
Cc1noc(C)c1CC(=O)N1CCCC(N2CCN(c3ccccc3F)CC2)C1 (stereo unspecified)	x	x	4%	x	-4%	i	6.7	x	x	2.9%	x
CCCCNC(=O)CN1C(=O)CN=C(c2ccccc2)c2ccccc21	x	x	0%	x	3%	i	0.9	x	x	1.1%	x
CC(C)(C)c1cc(OC(=O)Cc2ccccc2)ccc1O	x	x	-5%	x	-2%	i	0.1	x	x	7.5%	x
O=C(C1CCCO1)N1CCC2(CC1)OCCO2 (stereo unspecified)	6%	1	0%	5%	-8%	i	6.7	-12	-18	x	-2.4%
C=CCN1C(=O)/C(=C/c2ccc(N3CCOCC3)o2)C(=O)NC1=S	11%	0.6	-3%	4%	-19%	i	0.8	2	2	1.2%	-4.5%
Cn1c(O)c(/C=C2\C=Nc3ccccc32)c(=O)n(C)c1=O	x	x	0%	x	13%	i	0.9	x	x	1.5%	x
CCCCOc1ccc(CN2CCN(CC)CC2)cc1	-24%	1.1	4%	-10%	5%	i	3.3	-1	-9	-2.5%	-5.7%
COc1ccc(C(O)c2cc(OC)ccc2OP(=O)(N(C)C)N(C)C)cc1 (stereo unspecified)	-2%	1.1	2%	-4%	4%	i	0.3	-12	-4	1.1%	-2.0%
COc1ccc(C2(C#N)CC[N+](C)(C)CC2)cc1	-4%	1.1	4%	6%	6%	i	0.9	-20	-4	0.6%	-11%
CC1=C2[C@@H]3OC(=O)[C@H](C)C3CC[C@@]2(C)C=CC1=O (stereo partly specified)	x	x	5%	x	-5%	i	1.1	x	x	0.9%	x
C[N+]12CN3CN(CN(C3)C1)C2	15%	1.1	0%	19%	-3%	i	1.4	3	-1	2.6%	-0.2%
CN(C=O)CP(=O)(O)CN(C)C=O	8%	1.1	-3%	6%	-11%	i	0.6	4	15	3.6%	-15%
C=CCn1c(O)c(C(C)=NC2CCN(Cc3ccccc3)CC2)c(=O)[nH]c1=O	x	x	9%	x	-4%	i	0.5	x	x	-1.5%	x
O=C1NS(=O)c2cc([N+](=O)[O-])cc([N+](=O)[O-])c21 (stereo unspecified)	-98%	1.1	-2%	-64%	-11%	i	1.1	15	-9	-0.4%	-8.7%
COCc1cc(OC(=O)N(C)C)nc(-c2ccccc2)n1	x	x	-1%	x	-8%	i	0.3	x	x	2.5%	x
C=C1C(O)(c2ccccc2)C2CC[N+]1(C)CC2 (stereo unspecified)	-1%	1.1	0%	16%	-13%	i	4.3	-7	13	0.2%	-3.0%
Cc1cc(OCC(=O)O)c2c3c(c(=O)oc2c1)CCCC3	-11%	1	-1%	-5%	5%	i	1.3	16	6	0.0%	-12%
O=C1NC(=O)C(CCc2ccncc2)(c2ccccc2)C(=O)N1	4%	1.1	19%	6%	17%	i	1.0	-3	-6	2.5%	1.4%
Cc1ccccc1N1C(=O)NC(=O)/C(=C\c2cc(C)n(C)c2C)C1=O	-9%	0.8	6%	-13%	-10%	i	0.1	-9	-13	2.3%	-7.1%
COc1ccc(C(=O)C2CCCN(Cc3ccon3)C2)c(OC)c1 (stereo unspecified)	7%	1.1	-5%	10%	-1%	i	0.6	2	-4	0.6%	-0.6%
O=C(CN1CCCCC1)c1ccccc1F	-130%	1.1	1%	-62%	7%	i	0.2	-10	-9	-0.9%	-3.0%
O=C(c1ccc(Cl)cc1)C1CCCN(Cc2ccc3nonc3c2)C1 (stereo unspecified)	12%	1	-3%	14%	-1%	i	0.5	56	49	13%	-3.0%
COc1ccc(-c2nn(CCC#N)cc2C(=O)Nc2ccccc2Br)cc1[N+](=O)[O-]	x	x	3%	x	-5%	i	0.7	x	x	0.0%	x
CC1CCC(NCCc2ccc3c(c2)OCO3)CC1 (stereo unspecified)	-8%	1.2	2%	1%	0%	i	7.1	-1	4	-3.0%	-1.1%
COC(=O)N1C(c2ccccc2)C1c1ccccc1 (stereo unspecified)	-6%	1.1	2%	-4%	x	i	0.4	1	10	3.1%	3.4%
CCS(=O)(=O)N1CCC(C(=O)N2CCC3(CC2)OCCO3)CC1	9%	1.1	4%	10%	5%	i	6.8	4	-1	0.4%	2.3%
N/C(=N/[N+](=O)[O-])N1CCN(C(=O)Oc2ccc([N+](=O)[O-])cc2)CC1	x	x	4%	x	7%	i	0.8	x	x	1.3%	x

Nothing new here: entries from further up.
SMILES	human PMI inhibitors	TNAP activation fold	SIAH1 antagonists	PMI inhibitors	PhoP inhibition	Myeloid diff MLP	Myeloid diff MLP GFP+ MAC1+ %	WT yeast gro inh	WT yeast gro inh mutant strain	RSV CPE inhibition	XIAP displacement
CN(C=O)CP(=O)(O)CN(C)C=O	8%	1.1	-3%	6%	-11%	i	0.6	4	15	3.6%	-15%
C=CCn1c(O)c(C(C)=NC2CCN(Cc3ccccc3)CC2)c(=O)[nH]c1=O	x	x	9%	x	-4%	i	0.5	x	x	-1.5%	x
